# RT RNaseH block = HIV-1 RT RNase H inhibitors, primary screen, biochemical, fluorescence; RT-RNase H RNA/DNA duplex cleavage; 65,000 compounds, 1.9% hits; inhibition, % at 10 µM; Gag-Pol polyprotein (Human immunodeficiency virus type 1 group M subtype B (isolate …; in the data active means inhibition above about 50%
# RmlCD inh mix = RmlC and RmlD coupled enzyme inhibitors, primary screen, biochemical, 384-well, compound mixtures, retest | inhibition, % at 5.5 µM | RmlC/RmlD coupled enzyme inhibition, 384-well mixture HTS | AID 1532, 2009 | 110,000 compounds, 0.39% hits; in the data active means inhibition above about 30%, passing the limit was not always enough; further: strong numbers were not always called active
# * marks the source's active call; other numbers are inactive results; x = not tested or not shown.
Compound	RT RNaseH block	RmlCD inh mix
CCC1Oc2ccc(C)cc2N(CC(=O)NCCN2C(C)CCCC2C)C1=O (centres undefined)	6.4	7.3
CN(C)S(=O)(=O)c1ccc(/C(O)=C2/C(=O)C(=O)N(Cc3cccnc3)C2c2ccncc2)cc1 (centres undefined)	x	6.1
CCOc1ccc(N(CC(=O)NC2CCCCC2)C(=O)CNC(=O)c2ccco2)cc1	x	4.7
Nc1nnc(CC(=O)N2CCCCC2)s1	-0.5	-27.2
COC(=O)c1sccc1N/N=C(\C)c1ccc(F)c(Cl)c1	x	0.7
CCN(CC)S(=O)(=O)c1cccc(C(=O)Nc2ccc(C#N)cc2)c1	-30.9	8.5
Cn1c(Cn2c(=O)sc3ccccc32)nnc1SCC(=O)Nc1ccc2c(c1)OCO2	16.4	-9.8
COc1cccc(C2c3c(oc4ccccc4c3=O)C(=O)N2CCCN(C)C)c1OC (centres undefined)	4.5	7.7
O=C(CCNS(=O)(=O)c1ccc2c(c1)CCC(=O)N2)NCc1cccnc1	-6.3	4.1
Fc1ccc(-c2cc3nc(-c4ccccc4)cc(N4CCN(CCN5CCOCC5)CC4)n3n2)cc1	-1.9	-34.1
COc1ccc(CC(C(=O)Nc2cccc(F)c2)c2nn[nH]n2)c(OC)c1 (centres undefined)	5.2	4.2
Nn1c(-c2ccccc2Cl)nnc1-c1ccccc1Cl	x	13.6

# Further compounds follow:
Compound	RT RNaseH block	RmlCD inh mix
CCOC(=O)c1[nH]c2ccc(OC)cc2c1NC(=O)CN1CCC2(CC1)OCCO2	73.6*	33.5
COc1cccc(NC(=O)COc2ccccc2C(N)=O)c1	-4.1	-6.7
c1ccc(CSc2nnc(-c3ccccc3)c(-c3ccccc3)n2)cc1	x	8.2
c1ccc2c(CN3CCOCC3)c3ccccc3c(CN3CCOCC3)c2c1	x	2.3
CC(=O)C1=NOC(CNC(=O)c2c(-c3ccccc3Cl)noc2C)C1 (centres undefined)	x	4.8
Cc1ccc(C(=O)Cn2c(N3CCOCC3)nc3c2c(=O)n(C)c(=O)n3C)cc1	-22.7	-11.0
Cc1cc(-c2nc3ccccc3o2)c2ccccc2n1	-18.4	-3.3
C=CCn1c(O)c(C(C)=NC2CC2)c(=O)[nH]c1=O	-21.3	-7.2
CCN(CC)C(=O)CN(c1cc(Cl)ccc1OC)S(C)(=O)=O	-14.8	-13.9
COC(=O)c1cc2ccsc2n1Cc1nc(-c2ccc(OC)cc2)oc1C	-20.0	3.0
CCOC(=O)n1c(SCC(N)=O)nc2ccccc21	x	-10.2
COc1ccc(C(=O)Oc2cc(/C=N/NC(N)=S)ccc2OC)cc1	x	-9.0

# Later entries
Compound	RT RNaseH block	RmlCD inh mix
COc1ccc(OC)c(NC(=O)c2sc3nc(Cc4ccccc4)cc(C(F)(F)F)c3c2N)c1	x	-4.3
CCN1CCN(C(=O)c2nn(-c3ccc(C)cc3)c(=O)c3c2c2ccccc2n3C)CC1	8.1	-1.8
Cc1nn2c(CN(C(=O)c3ccco3)c3ccccc3)nnc2c2ccccc12	0.4	x
Cc1cc(C)c2c(=O)[nH]c(SCC(=O)Nc3ccc(N(C)C)cc3)nc2n1	x	9.1
CCCOc1ccc2[nH]cc(C(=O)O)c(=O)c2c1	-2.3	2.0
Cc1nnc(NC(=O)c2ccc(Br)cc2)s1	x	8.9
CC(C)Oc1ccc(CSC(=N)N)cc1	x	8.3
Cc1ccnn1CC(=O)N/N=C/c1ccco1	x	5.8
CCN(Cc1ccccc1)C(=O)c1ccccc1C	-11.4	14.0
O=C(O)C1=C[C@H](C2CC2)C[C@H](OCCCCO)O1	x	-3.5
CCC1(C)Cc2c(sc3nc4n(c(=O)c23)CCCS4)CO1 (centres undefined)	-2.9	-19.0
COC(=O)c1c(NC(=O)CSc2nnnn2-c2ccccc2)sc2c1CCC(C)C2 (centres undefined)	0.2	6.3

# Next section.
Compound	RT RNaseH block	RmlCD inh mix
O=C(/N=C1\NC(=O)C(F)(C(F)(F)F)S1)NC1CCCCC1 (centres undefined)	86.7*	-13.8
CSc1nnc2c(n1)OC(c1cn(C)c3ccccc13)N(C(C)=O)c1ccccc1-2 (centres undefined)	-6.6	-7.3
Cc1ccn(CC(=O)O)c(=O)c1	0.6	4.0
CSCCC1NC(=O)N(CC(=O)Nc2cccc3ccccc23)C1=O (centres undefined)	x	10.9
Cc1ccc2cc(C)c(NCCO)nc2c1	-9.9	4.9
Cc1ccnc(NS(=O)(=O)c2cccc3nsnc23)c1	-37.4	-10.2
O=C1CS/C(=C\S(=O)(=O)c2ccc(Cl)cc2)N1	-2.3	-24.0
COc1cc(NC(=O)CN(c2ccc(C)cc2)S(=O)(=O)c2c(C)nn(C)c2C)cc(OC)c1	-11.3	-8.5
CCCCSc1nnc([C@H](C)NC(=O)OC(C)(C)C)o1	13.0	-2.4
O=S(=O)(c1cccc(Cl)c1Cl)N1CCCCC1	-66.4	52.8
Cc1cc(-c2nc3cccnc3s2)ccc1NS(=O)(=O)c1ccc2c(c1)OCCO2	x	-113.7
O=C1c2ccccc2C(Nc2ccc(S(=O)(=O)N3CCOCC3)cc2)N1c1cccnc1 (centres undefined)	4.0	1.3

# (cont.)
Compound	RT RNaseH block	RmlCD inh mix
CCOc1ccc(OCC)c(N=c2oc3c(C)ncc(CO)c3cc2C(N)=O)c1	-5.3	x
COC(=O)c1cc2nc(-c3ccccc3)cc(C(F)(F)F)n2n1	x	-7.7
O=C(OCn1cncn1)c1ccc(Cl)cc1Cl	-12.4	-3.3
CCOC(=O)C1CCCN(CCC(=O)Nc2ccc(C)cc2)C1 (centres undefined)	x	0.7
O=C(Cc1ccc(Cl)cc1)Nc1ccc(-c2nnc(-c3ccco3)o2)cc1	8.5	9.5
CC(C)C[C@H](NC(=O)c1nc[nH]c1C(=O)NC1CCN(C(=O)OC(C)(C)C)CC1)C(=O)OCc1ccccc1	x	5.4
Cc1nn(C(C)C(=O)N2CCN(c3ccccn3)CC2)c(=O)c2cc3occc3n12 (centres undefined)	-21.0	1.7
CC(c1nnc(SCC(=O)N2CCc3ccccc32)n1-c1ccc(Cl)cc1)N(C)C (centres undefined)	x	-3.0
Cc1ccc(-n2nc3c(c2NC(=O)c2ccccc2Br)CS(=O)C3)cc1 (centres undefined)	2.6	-4.2
CCOc1ccccc1CNC(=O)CCN1C(=O)COc2ccccc21	-5.0	-10.4
Cc1cccc2sc(NC(=O)C3CCCO3)nc12 (centres undefined)	-15.2	8.4
COC(=O)c1ccccc1NC(=O)c1ccccc1N(C)S(C)(=O)=O	-17.0	13.5

# (continued)
Compound	RT RNaseH block	RmlCD inh mix
O=C(O)C1CC(=O)N(c2ccc3c(c2)OCCO3)C1 (centres undefined)	x	-11.4
CCC(c1nnnn1Cc1ccco1)N1CCN(c2cc(Cl)ccc2C)CC1 (centres undefined)	-1.2	x
COc1ccc2nc(C)cc(Nc3ccc(N4CCOCC4)cc3)c2c1	-8.5	5.4
Cc1ccc(OCCN2CCN(C(=O)CCC(=O)Nc3nnc(C)s3)CC2)cc1	-1.0	4.3
O=C(c1ccc2c(c1)OCO2)N1CCN(c2ccc(F)cc2)CC1	-7.0	-3.3
Cc1cccc(NC(=O)Nc2cc(C)on2)c1	-1.6	x
CN(C)/C=N/c1c(C#N)cnn1-c1nc2ccccc2s1	-15.8	-3.2
Cc1ccc2c(c1)C=CC(C)N2C(=O)c1ccccc1 (centres undefined)	x	4.1
COC(=O)c1ccc(C(NC(=O)OCc2ccccc2)/C(C)=C/[C@@H](C)C(=O)NCc2ccc(-c3ccccc3)cc2)cc1 (some centres undefined)	x	-9.1
COc1cccc(OCc2cc(/C=N/NC(=O)c3ccn[nH]3)ccc2OC)c1	x	8.5
O=C(Nc1cccnc1)C1CCCN(S(=O)(=O)c2cccc3nsnc23)C1 (centres undefined)	-16.2	-9.2
CCN(CC)CCCn1c(=S)[nH]c2ncccc2c1=O	x	-11.5

# (more compounds)
Compound	RT RNaseH block	RmlCD inh mix
Cc1cc(=O)[nH]c(SCCOc2cccc(C(F)(F)F)c2)n1	-30.5	-11.8
CSc1ccc(Cl)c(C(=O)NCCOc2cc(C(C)C)ccc2C)c1	x	-1.7
CCOC(=O)C(C)On1c(-c2ccccc2)nc2ccc([N+](=O)[O-])cc21 (centres undefined)	x	-8.2
COc1ccc(CN2CCOCC2)c(C)c1C	-4.9	7.0
O=C(OCCN1C(=O)c2ccccc2C1=O)c1ccco1	x	-12.1
CCOC(=O)C1CCCN(C(=O)C2CCC(CNS(=O)(=O)c3ccc(NC(C)=O)cc3)CC2)C1 (centres undefined)	10.1	-3.7
CN(C)S(=O)(=O)c1cccc(CSc2cccc[n+]2[O-])c1	-2.2	0.5
O=S(=O)(c1ccccc1)C1(S(=O)(=O)c2ccccc2)CCCC1	-3.3	27.5
CC1(C)Cc2ccccc2-c2n[nH]c(=S)n21	12.8	-35.6
CCCCn1c(SCC(=O)Nc2nnc(CC)s2)nc2ccccc2c1=O	-5.8	-6.4
COC(=O)c1ccc(C(=O)Nc2cc(Cl)ccc2Cl)cc1NC(=O)c1ccccc1C	x	-7.3
N#Cc1cc(C(=O)c2cc(Cl)ccc2O)cn(CC2CCCO2)c1=O (centres undefined)	-16.4	11.1

# Next section:
Compound	RT RNaseH block	RmlCD inh mix
Cc1ccc2nc(NC(=O)CCNS(=O)(=O)c3ccc(Br)s3)sc2c1	-2.3	-25.1
CC1(C)CC(=O)C(C2(O)C(=O)N(Cc3ccccc3)c3ccccc32)CO1 (centres undefined)	-14.1	11.3
Cc1cc(C)n(/N=C/c2ccccc2)c(=O)c1C#N	-0.2	6.1
Cc1ncsc1C(=O)Nc1nc2c(s1)CCCC2	-6.9	6.3
CCOC(=O)/C(N=Nc1c(Br)cc(Br)cc1Br)=C(\C)O	x	9.5
O=C(O)C1C2CCC(C2)C1C(=O)NCc1ccccn1 (centres undefined)	-2.3	1.6
CCCCc1nc2ccccc2c(=O)n1-c1ccc(Cl)cc1[N+](=O)[O-]	x	-12.5
O=c1[nH]cnc2scc(-c3ccsc3)c12	-10.2	x
CC(C)CCOCc1nc2sc3c(c2c(=O)[nH]1)CCC(C)C3 (centres undefined)	x	-8.2
Nc1ccc(NC(=O)c2cccs2)c(Cl)c1	-8.5	4.6
CCCS(=O)(=O)N1CCCC(C(=O)NCCCN2CCCC2=O)C1 (centres undefined)	-12.2	8.7
O=C(CCCc1cccs1)N1CCN(S(=O)(=O)c2ccccc2Br)CC1	-18.5	x

# (listing goes on)
Compound	RT RNaseH block	RmlCD inh mix
COc1ccc(/C=c2\sc3nc(-c4ccccc4OC)nn3c2=O)c(OC)c1	x	4.8
N#C/C(=C/c1ccc(N2CCCCC2)o1)c1cccc(F)c1	x	-6.7
Cc1ccc(Cl)cc1NC(=O)CSc1nnc(C)n1-c1ccccc1	-85.4	-10.4
CCOC(=O)c1c(-c2ccccc2)csc1NC(=O)CSc1nnnn1C	-21.0	-2.5
CCC(=O)Nc1nc2ccccc2n1Cc1ccccc1	-116.7	4.0
CCOC(=O)C(=O)Nc1nnc(CCc2ccccc2)s1	x	-7.4
CCCCNC(=O)c1cc2n(n1)C(C(F)(F)F)CC(c1ccccc1)N2 (centres undefined)	5.1	7.9
Cc1nc([N+](=O)[O-])c(Br)n1CC(=O)c1ccc2ccccc2c1	x	-11.6
O=C(CN1CCN(c2ccc(F)cc2)CC1)NCC1CCCO1 (centres undefined)	-6.4	4.7
Cc1c(C(=O)OCC(C)(C)CN(C)C)oc2ccccc12	-4.0	-4.0
O=C(CCn1c(=O)oc2ccccc21)n1c(=O)oc2ccccc21	-6.0	2.3
COc1ccc(C(N)CCc2ccco2)cc1 (centres undefined)	-2.2	-2.4

# (cont.)
Compound	RT RNaseH block	RmlCD inh mix
Cc1ccc(S(=O)(=O)C2(C(=O)NC3CCCC3)CC2)cc1	-2.8	14.9
Cc1cc(C)n(CC(O)Cn2ccc3ccccc32)n1 (centres undefined)	x	-4.9
O=S(=O)(NCc1cccnc1)c1ccccc1	x	-9.8
COCCNC(=O)c1ccc(CS(=O)(=O)c2ccccc2)o1	2.0	-0.1
O=c1c2cnn(-c3ccc(F)cc3)c2ncn1Cc1ccc(F)cc1	x	5.9
CC(=O)Nc1nnc(-c2ccc3c(c2)CCCC3)o1	-63.0	8.3
CCOc1ccc(-n2c(Cc3cc(=O)[nH]c(=O)[nH]3)nnc2SC(C)C(=O)OC)cc1 (centres undefined)	-4.5	x
CCCc1ccc(OCc2ccc(C(=O)N/N=C/c3cccc([N+](=O)[O-])c3)o2)c(OC)c1	x	-9.0
COc1ccc(S(=O)(=O)N(CC(=O)N2CCN(C)CC2)c2ccc(C)cc2)cc1OC	-2.6	-7.9
COc1cc(C(=O)Nc2ccc(-c3nnc(-c4ccco4)o3)cc2)cc(OC)c1OC	x	2.4
CCOC(=O)C1CCN(C(=O)Cc2cccs2)CC1	-8.8	-13.1
Cc1ncoc1C(=O)Nc1ccc2c(c1)OCCO2	-4.1	5.5

# (cont.)
Compound	RT RNaseH block	RmlCD inh mix
CCOC(=O)c1nc(C)n(-c2cc(Cl)ccc2Cl)n1	x	9.8
Cc1nc(NCCCn2ccnc2)c2ccccc2n1	-3.7	-9.3
Cc1ccc(NC(=O)CC2Oc3ccccc3NC2=O)c(C)c1 (centres undefined)	1.0	-15.1
CSc1ccc(S(=O)(=O)Nc2ccc3c(c2)OCCO3)cc1	-4.9	4.2
Cc1cccc(Cn2c(C(C)(C)C)cc3cccnc32)c1	x	15.8
O=C(Nc1nccs1)c1cc(N2CCOCC2)nc2ccccc12	0.8	-6.6

# Taken from the results shown for reference:
Compound	RT RNaseH block	RmlCD inh mix
Cc1cc(-c2nc3ccccc3o2)c2ccccc2n1	-18.4	-3.3
C=CCn1c(O)c(C(C)=NC2CC2)c(=O)[nH]c1=O	-21.3	-7.2
CCN(CC)C(=O)CN(c1cc(Cl)ccc1OC)S(C)(=O)=O	-14.8	-13.9

# This is a subset, so the mix of outcomes need not match the whole.
